High-throughput results deposited in PubChem by National Center for Advancing Translational Sciences (NCATS).
Gal4-VP16 FLuc – Gal4-VP16 reporter inhibition counter-screen | Potency, µM (titrated, usually from 53.6 µM), without a hit: at the top dose activity, negative = inhibition, hits mostly inhibitors | Drosophila S2 Gal4-VP16 UAS-luciferase, luminescence, 20 h | AID 2546 | 310,000 tested, 3.5% active;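 note: Gal4-VP16 expression switched on by copper sulfate through the metallothionein promoter; potency is the fitted concentration of half-maximal effect; % is set by controls: 0 for no effect and ±100 for the full control effect; nearly all actives have a fitted effect of over 50% in size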
NPC1 promoter act – NPC1 promoter activation | Huh7 NPC1 promoter luciferase reporter, 24 h | Potency, µM (highest dose often 9.22 µM), without a hit: at the highest dose activation, hits mostly activators | 320,000 tested, 2.4% active;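 note: potency is the fitted concentration of half-maximal effect; % of control where 0% means no effect; nearly all actives have a fitted effect of over 60% in size; reporter is driven by a mutant NPC1 promoter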
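Quantitative HTS used a cell-based reporter: Huh7 cells stably bearing the NPC1 promoter upstream of luciferase were treated with compounds for 24 h, and promoter activation was read as luminescence.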
FLuc modulator – firefly luciferase modulation, counter-screen for miR-21 project; P08659; purified FLuc, Km substrates, luminescence inhibition; Potency, µM (series often up to 57.5 µM), without a hit: at the highest dose activity change, negative = inhibition, actives largely listed as inhibitors; 360,000 tested, 6.9% active; AID 588342;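 note: potency is the fitted concentration of half-maximal effect; plate controls were vehicle for no effect and reference inhibitor for full effect; nearly all actives have a fitted effect of over 55% in size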
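Purified P. pyralis luciferase, 10 nM final, with Km-level 10 uM D-luciferin and 10 uM ATP in 50 mM Tris acetate pH 7.5, 10 mM Mg acetate, 0.01% Tween-20, 0.05% BSA; 6-point qHTS titration about 60 µM downward; luminescence read.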
Mito fusion act – inhibitors of mitochondrial division or activators of mitochondrial fusion. S. cerevisiae fusion-defective mutant growth rescue, CellTiterGlo 48 h. Potency, µM (highest dose often 46.1 µM), for inactives: top-dose growth rescue (activation), most hits filed as activators. 320,000 tested, 0.23% active. AID 485298;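 note: potency is the fitted concentration of half-maximal effect; % of control where 0% means no effect; nearly all actives have a fitted effect of over 45% in size; temperature-sensitive fusion mutants such as fzo1-1 at 37 °C on non-fermentable ethanol glycerol medium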
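Luminescent cell viability in 1536-well qHTS format served as the measure of rescued growth in ts fusion-mutant S. cerevisiae cultured on non-fermentable YPEG for 48 hours at 37C.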
MBNL1-CUG inh – inhibitors of human MBNL1 binding to CUG repeat RNA; TR-FRET MBNL1-His/biotin-(CUG)12 binding, 665/545 ratio; Potency, µM (highest dose often 57.5 µM), for inactives: at the top dose activity change, negative = inhibition, actives largely listed as inhibitors; 280,000 tested, 0.036% active; active = well fitted inhibition curve with a large enough effect in the signal ratio, with a control signal flat, not every such curve was filed as active; inconclusive = small, poorly fitted or top-dose-only effect, or effect the other way, or a change in a side signal; inactive = no such curve, though single readings can be large or run the other way; the % refers to the signal ratio; note: potency is the fitted concentration of half-maximal effect; % is set by controls: 0 for no effect and ±100 for the full control effect
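Inhibition of protein-RNA binding appears as loss of TR-FRET between terbium anti-His antibody on MBNL1-His and streptavidin-XL665 on biotin-(CUG)12. Activity is normalized to buffer-only and uninhibited-complex controls.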
RORg inh – inhibitors of mouse ROR gamma transcriptional activity; P51450; Drosophila S2 Gal4-RORgamma UAS-luciferase reporter, 20 h; Potency, µM (top dose mostly 53.6 µM), for the others: top-dose activity change, negative = inhibition, hits mostly inhibitors; 310,000 tested, 5.4% active; AID 2551; note: potency is the fitted concentration of half-maximal effect; % is set by controls: 0 for no effect and ±100 for the full control effect; nearly all actives have a fitted effect of over 60% in size
Target sequence (P51450 whole entry, looked up, the tested form may be a part): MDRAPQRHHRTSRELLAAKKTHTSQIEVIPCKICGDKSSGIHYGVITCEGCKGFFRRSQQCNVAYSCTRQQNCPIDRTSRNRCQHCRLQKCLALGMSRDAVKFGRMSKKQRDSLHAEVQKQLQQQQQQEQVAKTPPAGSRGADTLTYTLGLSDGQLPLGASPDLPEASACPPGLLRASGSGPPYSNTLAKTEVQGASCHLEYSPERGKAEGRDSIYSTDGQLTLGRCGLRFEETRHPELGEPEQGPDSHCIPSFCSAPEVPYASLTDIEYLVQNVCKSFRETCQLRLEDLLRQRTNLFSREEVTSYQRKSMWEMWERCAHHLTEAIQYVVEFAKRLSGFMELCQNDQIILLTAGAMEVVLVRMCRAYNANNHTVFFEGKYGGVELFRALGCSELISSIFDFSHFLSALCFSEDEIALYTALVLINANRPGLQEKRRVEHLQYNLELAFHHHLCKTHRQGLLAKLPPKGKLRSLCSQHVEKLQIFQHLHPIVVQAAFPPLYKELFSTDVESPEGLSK
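Schneider cells (Drosophila), stable Gal4 DBD–ROR gamma + UAS-luc; 1 hr cmpd preincubation; Cu2+ induction 700 uM final; 20 hr ambient; luminescence.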
KCNH2 3.1 inh – blocks the human KCNH2 3.1 channel isoform | U2OS KCNH2 3.1, thallium flux FluxOr; active compounds read low | activity change, % (tested at about 1.8 µM) | 340,000 tested, 0.95% active | AID 720553;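 active = maximum activity change below -70%; inconclusive = maximum activity change from -70% to -50%; inactive = maximum activity change above -50%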;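 note: thallium influx rate constant from kinetic fluorescence after stimulation buffer; % is set by controls: 0 for no effect and ±100 for the full control effect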
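Virally transduced U2OS (3.1 isoform, 4 h infection in dark at RT) → overnight 37 C → FluxOr + Red40 in HBSS/HEPES, 45 min → stimulation buffer, 2 min kinetic read → rate constant vs DMSO controls.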
Menin-MLL TR inh – displaces Texas Red mutant MLL peptide from human menin; O00255; Menin + Texas Red MLL mutant peptide, fluorescence polarization; Potency, µM (highest dose often 61.6 µM), without a hit: top-dose FP activity change, negative = inhibition, most hits filed as inhibitors; 270,000 tested, 0.23% active; active = well fitted inhibition curve with a large enough effect in the polarisation, with a control signal flat, not every such curve was filed as active; inconclusive = small, poorly fitted or top-dose-only effect, or effect the other way, or a change in a side signal; inactive = no such curve, though single readings can be large or run the other way; the % refers to the polarisation; note: potency is the fitted concentration of half-maximal effect; % of control where 0% means no effect; many of its hits are not listed in these tables
Target sequence (O00255 whole entry, looked up): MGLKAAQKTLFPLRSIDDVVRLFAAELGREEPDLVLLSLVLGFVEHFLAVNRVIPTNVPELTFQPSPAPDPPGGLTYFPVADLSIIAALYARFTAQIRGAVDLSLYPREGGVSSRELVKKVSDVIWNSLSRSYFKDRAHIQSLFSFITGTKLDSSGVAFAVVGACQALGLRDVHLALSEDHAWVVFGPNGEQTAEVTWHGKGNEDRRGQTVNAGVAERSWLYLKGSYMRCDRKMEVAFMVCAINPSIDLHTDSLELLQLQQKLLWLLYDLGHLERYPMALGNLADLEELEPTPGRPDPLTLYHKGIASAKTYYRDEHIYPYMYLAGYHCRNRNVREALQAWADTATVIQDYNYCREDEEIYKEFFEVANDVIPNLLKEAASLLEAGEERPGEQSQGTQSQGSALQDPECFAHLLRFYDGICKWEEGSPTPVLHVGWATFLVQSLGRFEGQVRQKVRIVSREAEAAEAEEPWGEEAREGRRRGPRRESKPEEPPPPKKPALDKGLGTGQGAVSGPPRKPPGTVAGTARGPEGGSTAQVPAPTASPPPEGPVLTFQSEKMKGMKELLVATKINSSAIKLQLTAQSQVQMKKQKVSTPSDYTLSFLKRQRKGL
PKM2 act – PKM2 (human) enzyme activation; P14618; purified PKM2, Kinase-Glo ATP luminescence, activation; response scale: 0% is enzyme alone, no compound; Potency, µM (highest dose often 57.5 µM), without a hit: at the highest dose activation, most hits filed as activators; 260,000 tested, 0.34% active; AID 1631; note: potency is the fitted concentration of half-maximal effect; % is set by controls: 0 for no effect and ±100 for the full control effect; nearly all actives have a fitted effect of over 55% in size
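ATP formation by purified human PK-M2, quantified via coupled luciferase luminescence after 1 h at room temperature with 0.1 mM ADP and 0.5 mM PEP final.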
Rab9 prom act – Rab9 promoter activation | AID 485297 | Potency, µM (highest dose often 9.22 µM), for inactives: at the highest dose activation, negative = inhibition, most hits filed as activators | 320,000 tested, 2.8% active | Huh7 Rab9 promoter-luciferase reporter, luminescence, 24 h; note: potency is the fitted concentration of half-maximal effect; % of control where 0% means no effect; nearly all actives have a fitted effect of over 60% in size
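Using Huh7 cells stably transfected with Rab9 promoter–luciferase, compounds were incubated 24 h at 37 °C, 5% CO2; luciferase luminescence was read 10 min after reagent addition.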
ELG1 repair inh – ELG1-dependent DNA repair inhibition; HEK293T ELG1-luciferase reporter, luminescence, 16 h; DNA damage induced by 5-fluorouridine; 330,000 tested, 2.3% active; Potency, µM (doses to about 46.1 µM), inactives show at the highest dose activity change, negative = inhibition, usual class: inhibitors; AID 504467; note: potency is the fitted concentration of half-maximal effect; % is set by controls: 0 for no effect and ±100 for the full control effect; nearly all actives have a fitted effect of over 55% in size
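5-Fluorouridine DNA damage + compound/DMSO, 2,000 cells/well, 16 h, 37 °C/5% CO2. ONE-Glo, 30 min RT, luminescence. Readout = decrease in reporter signal.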
An asterisk follows results filed as active; u = inconclusive; x = no result given; [ ] = dose if it differs, or a comment. Unless noted, calls come from the whole dose curve; as a rule, active = well fitted curve in the direction sought with a large enough effect; inconclusive = small, poorly fitted or top-dose-only effect, or another doubt; inactive = no such curve, though single readings can be large; an effect the other way counts as inactive or inconclusive. Not all compounds are listed; rates above refer to the full screens.

compound,Gal4-VP16 FLuc,Mito fusion act,RORg inh,NPC1 promoter act,Menin-MLL TR inh,ELG1 repair inh,FLuc modulator,Rab9 prom act,PKM2 act,KCNH2 3.1 inh,MBNL1-CUG inh
CCc1ccc(CN2CCC(n3nccc3NC(=O)c3ccccc3Cl)CC2)cc1,0%,-10%,-12%,2%,x,2%,2%,-7%,-3%,-103*,-4%
Cc1ccc(NC(=O)CCl)cc1S(=O)(=O)N1CCCCCC1,u,2%,11µM*,-9%,1%,u,4%,1%,4%,-2,-6%
COC(=O)c1ccccc1NC(=O)c1ccc(COc2cccc3ccccc23)o1,-16%,0%,-80%,4%,3%,0%,-3%,-2%,-7%,-3,2%
Cn1cccc1C(=O)c1ccc(Cl)cc1Cl,2%,-3%,-19%[10 µM],7%,5%,4%,-4%,1%,-2%,17,10%
CCCCn1c(N)c(N(CC(C)C)C(=O)CN2C(=O)c3ccccc3C2=O)c(=O)[nH]c1=O,x,-7%,x,1%,x,-3%,6%,-2%,x,9,x
FC(F)(F)c1ccc(CN2CCN(Cc3ccco3)CC2)cc1,-3%,1%,4%,3%,6%,-6%,-2%,1%,3%[11.5 µM],-13,7%
CS(=O)(=O)c1ccc(C(=O)OC2CCOC2=O)cc1[N+](=O)[O-] (stereo unspecified),u,-5%,4.5µM*,-6%,x,u,-1%,0%,x,-20,u
O=C(CSc1nnc(-c2ccc3c(c2)OCO3)n1-c1ccccc1)c1ccc(Cl)cc1,2%,-7%,2%,1%,-13%,2%,-1%,-1%,-3%,-19,-3%
CCOc1ccc(C(C)=O)cc1COc1ccc(-c2nnco2)cc1,2%,0%,-9%,6%,x,7.3µM*,0%,3%,21%,-1,-5%
O=C(N/N=C/c1cn(-c2ccccc2)nc1-c1cccs1)c1ccccc1F,6.3µM*,u,5µM*,1%,-14%,u,21µM*,5%,0%,-16,13%
CC1Cc2ccccc2N1C(=O)CN1CCCCC1 (stereo unspecified),-2%,2%,18%,-4%,13%,-11%,-1%,7%,x,-18,0%
N/C(=N\S(=O)(=O)c1cc(C(F)(F)F)cc(C(F)(F)F)c1)c1ccccc1,-4%,-7%,u,-1%,x,-12%,0%,-1%,-3%,4,-14%
CCOC(=O)N1CCN(C(=O)CN(c2ccccc2)S(C)(=O)=O)CC1,-6%[10 µM],-6%,17%,-3%,-12%,-4%,0%,-2%,-1%,-14,1%
CCc1ccc(N(C(=O)Cn2nnc(-c3ccccc3)n2)C(C(=O)NC2CCCCC2)c2ccccn2)cc1 (stereo unspecified),u,0%,3%,-4%,-6%,-20%,6%,-8%,-5%,-5,-11%
O=[N+]([O-])c1cccc2c(S(=O)(=O)N3CCCCC3)cccc12,u,23%,89%,-3%,u,2%,3%,0%,3%,-4,u
Cc1c(C(=O)N2CCC[C@H]2CO)oc2c(F)cccc12,-5%,-2%,0%,12%,1%,u,u,u,-5%,-4,0%
O=C1/C(=C/c2ccc([N+](=O)[O-])cc2)CCC1C1CCCC1 (stereo unspecified),-1%,9%,3%,-6%,17%,u,0.76µM*,-1%[1.84 µM],x,0,0%
CC1=C(C#N)CCC(=O)N1Cc1c(C)cc(C)cc1C,4%,1%,u,0%,x,-6%,6%,2%,2%,23,1%
COc1ccc([C@]23Cc4cc(C#N)ccc4C(O2)C2=C(CC4(CCCCC4)OC2=O)O3)cc1,-3%[10 µM],2%[9.22 µM],19%[10 µM],-7%[1.84 µM],u,x,-2%[11.5 µM],-7%[1.84 µM],5%[11.5 µM],x,12%[11.5 µM]
O=C(O)CCN1C(=O)c2ccccc2Sc2ncccc21,-2%,-3%,5%,-11%,6%,2%,0%,2%,x,1,-8%
O=C(CN1CCN(C(=O)c2ccco2)CC1)Nc1ccc(Cl)c(S(=O)(=O)N2CCOCC2)c1,-15%,-1%,11%,-1%,-10%,-29%,0%,-8%,1%,-2,-2%
COc1ccc(C2c3[nH]c4ccccc4c3CCN2CCCn2cccn2)cc1C (stereo unspecified),-18%,u,-4%,8%,-5%,u,u,-1%,-4%,-37,7%
COc1cc(-c2nc3cnccn3c2Nc2ccc(C(C)C)cc2)ccc1O,10µM*,-4%,14µM*,-2%,7%,u,-1%,-2%,4%,1,7%
COC(=O)C1=C(C(=O)c2ccc(C)cc2)C(c2ccc(OC)c(OC)c2)n2nnnc2N1 (stereo unspecified),4%,-2%,-9%,0%,-9%,-17%,-1%,-2%[1.84 µM],6%,28,9%
COc1ccc2oc(C(=O)Nc3ccc(C)cn3)c(C)c2c1,x,14%,x,2.5µM*,x,u,1.9µM*,3.2µM*,x,8,x
COc1ccc(C(=O)/C=C/c2ccc(F)cc2)c(OC(=O)c2ccc([N+](=O)[O-])cc2)c1,-5%[0.365 µM],2%,u,12%,-4%,u,9.5µM*,-2%,0%,-25,19%
CCn1c(CC(=O)Nc2ccccc2Cl)nnc1SCC(=O)NC1CCCC1,8%,0%,7%,-4%,0%,15%,2%,-4%,x,-2,-3%
Cc1ccc(C(=O)NCc2n[nH]c(=S)n2-c2ccccc2)cc1[N+](=O)[O-],-3%,5%,-32%,-2%,6%,-19%,2%,-6%,-5%,3,16%
COC(=O)Nc1ccc(S(=O)(=O)Nc2cnc3ccccc3n2)cc1,u,-1%,u,-5%,-5%,-3%,-13%,0%,10%,-10,9%
Cn1c(CN2CCOCC2)nnc1SCC(=O)Nc1ccc2c(c1)OCCO2,8%,5%,-19%,16%,-19%,19%,1%,-3%,0%,2,-5%
CCN(Cc1ccccc1)C(=O)c1ccc(SC)cc1OC,-7%,12%,22%,-4%,u,0%,6%,-1%,-4%,21,6%
O=C(CSC1=NS(=O)(=O)c2cc(Cl)ccc2N1)NCCc1ccccc1,x,-6%,x,13%,x,5%,-13%,0%,x,-5,x
CC(C(=O)Nc1ccccc1)N(C)CCOc1ccc(Br)cc1 (stereo unspecified),-20%,-4%,-9%,1%,-21%,u,-11%,-1%,-17%,-3,x
NC(=O)c1ccc(NC(=O)COC(=O)CCc2ccc(S(=O)(=O)N3CCCCC3)cc2)cc1,-3%,3%,4%,-2%,-21%,-15%,-3%,-1%,3%,9,3%
O=C(Cn1nc(-c2ccccc2)ccc1=O)NCC1COCCO1 (stereo unspecified),-2%,-2%,0%,-1%,-16%,1%,2%,1%,-1%,0,u
OCCN(CCO)c1nc2ccccc2[nH]1,3%,-1%,2%,0%,x,u,-1%,1%,-3%,-8,0%
Cc1ccc(OCC(=O)O/N=C(\N)c2ccncc2)c(C)c1,19%,12%,9%,3.2µM*,-10%,u,11µM*,3.5µM*,x,55,2%
C[C@H](NS(=O)(=O)OCC(Cl)(Cl)Cl)C1CC1c1ccccc1 (stereo partly specified),-4%,6%,-1%,-1%,14%,-14%,1%,5%,-7%,26,-8%
COc1ccc(C(=O)N(C)CCCC2CCCC2)cc1OC1CCN(C(C)=O)CC1,-14%,2%,-1%,-1%,x,1%,-1%,2%,-7%,2,-1%
CCOc1ccc(NC(=O)CSc2nnnn2C2CCCC2)cc1,9%,-8%,-5%,-2%,-6%,17%,2%,4%,x,-199*,-1%
CC(O)c1ccc(Oc2cnccn2)cc1 (stereo unspecified),-4%,4%,-15%,-4%,8%,-1%,6%,-1%,x,2,-5%
COCCCNC(NC(=O)c1ccc(Cl)cc1)C(Cl)(Cl)Cl (stereo unspecified),-3%,4%,29%,-1%,15%,16%,4%,6%,-7%,-4,-10%
CN(Cc1ccccc1)C(=S)Nc1ccc(OC(F)F)cc1,-18%,3%,u,-3%,22%,1%,-18%,7%,0%,-2,-5%
O=S(=O)(c1ccc(N2CCCC2)cc1)C(F)(F)F,5.6µM*,4%,u,0%,-7%,20%,u,-10%,-3%,-2,-5%
O=C(COC(=O)c1ccc2ncsc2c1)NCc1ccc(Cl)cc1,x,9%,x,-3%[1.84 µM],x,20%,-1%,3%,x,-33,x
O=C(CN1CCC(n2nnc3cc(C(F)(F)F)ccc32)CC1)N1CCc2ccccc21,7%,-3%,-12%,3%,0%,-5%,3%,4%,-5%,u,1%
O=C1CN(C(=O)CSc2nnnn2-c2ccc(Cl)cc2)c2ccccc2N1,-3%,0%,3.5µM*,-2%,-5%,u,0%,-3%,-5%,9,1%
